Mot1-301 SUMO – yeast Mot1-301 growth rescue at high temperature, primary screen, SUMOylation pathway inhibitor project, S. cerevisiae, ATP luminescence, 38.5C. growth rescue, % at 18.8 µM. 320,000 tested, 1% active. S. cerevisiae Mot1-301 growth rescue; percent above DMSO median, 100 means doubled;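 active means every valid replicate shows activation above 250% relative to neutral control wells; inactive means the rest, any valid replicate at or below 250%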;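 further: OY570 slx delta 5 strain wells were the positive control but not used for scaling; some compounds called inactive have numbers as strong as hits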
NSD2 HMT inh – NSD2 histone methyltransferase inhibitors, primary screen, biochemical, AlphaScreen, single concentration, set 2; NSD2 peptide methylation, 120 min; 310,000 tested, 0.54% active; inhibition, % at 12.5 µM; Histone-lysine N-methyltransferase NSD2 (Homo sapiens), O96028; in the data active means inhibition above about 50%
dFosB act – activators of delta FosB homodimer, primary screen, biochemical, fluorescence polarization, TAMRA-CDK5 oligo, single point. 340,000 tested, 0.99% active. Protein FosB (Mus musculus), P13346. purified delta FosB; percent of positive-control signal above neutral wells. activation, % at 25 µM. AID 493131, 2011;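 active means mean activation above about 17%, with every replicate also reaching it, limit read from the data, passing the limit was not always enough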;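 further: fluorescence polarization rise as delta FosB binds a TAMRA Cdk5 AP-1 oligo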
PKA-R1A activ – activators of PKA-R1A holoenzyme, primary screen, biochemical, fluorescence polarization, Cy5-IP20, bovine R1A, mouse PKAc; cAMP-dependent protein kinase type I-alpha regulatory subunit (Bos taurus) + …; PKA-R1A dissociation; scaled: DMSO 0%, 113 µM cGMP 100%; activation, % at 11.4 µM; 340,000 tested, 0.083% active; AID 504707, 2011;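 active means percent activation above the mean of all tested compounds plus 3 SD, cut at about 19% in these data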;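 further: higher means more PKAc released from R1A so a rise in polarization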
Pemphigus Ab inh – inhibitors of pemphigus antibody binding to DSG3, primary screen, biochemical, bead-based, flow cytometry, scFv-GFP. DSG3-coupled beads, scFv-anti-DSG3-GFP binding; active compounds read low. binding (percent of control), % at 10 µM. 310,000 tested, 0.48% active. AID 588358, 2011;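 active means binding more than 3 SD below its plate's average and above zero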;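 further: hits lower antibody fragment binding to DSG3; some compounds called inactive have numbers as strong as hits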
MITF TRPM1 HTS – activators of MITF-driven TRPM1 promoter reporter, primary screen, cell-based, SK-MEL-5, luciferase, single point; activation, % at 12.5 µM; AID 588334, 2011; SK-MEL-5 TRPM1-promoter luciferase, 24 h; % of positive control, neutral wells = 0; 300,000 tested, 0.75% active;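 active means mean activation of at least 80% with every replicate also reaching 80%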;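 further: 0% = neutral control wells and 100% = parthenolide positive control wells; values of inactives mirror those of a sister screen read the other way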
Arr AP2 block – inhibitors of beta-arrestin/AP2 binding, primary screen, biochemical, GPCR trafficking, flow cytometry; 340,000 tested, 0.31% active; inhibition, % at 10 µM; FITC-arrestin peptide / GST-AP2 beads; AP2 beta2 appendage carries R879A mutation;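 active means inhibition above a set limit, near 3 SD of compounds lacking own fluorescence, cut at about 54% in these data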;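 further: plate controls were DMSO wells for no effect and 5 µM unlabelled arrestin peptide for full effect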
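System: GST-AP2 R879A glutathione beads; medium: PBS, Tween 20 0.05%, BSA 0.1%; reagent: fluorescein-tagged arrestin peptide at 50 nM final; schedule: pre-incubation 12 min, peptide binding 1 h, room temperature; detection: flow cytometry, FL1 (488/535 nm); read-out: inhibition as reduced fluorescein signal on beads, percent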
CDK5 inh – inhibitors of human CDK5/p35 kinase, primary screen, biochemical, single concentration; Cyclin-dependent kinase 5 (Homo sapiens) + Cyclin-dependent kinase 5 activator 1 (Homo …; Recombinant CDK5/p35, ADP-Glo luminescence, 60 min; inhibition, % at 10 µM; 330,000 tested, 0.01% active; AID 488839, 2010;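 active means highest replicate inhibition of at least 50% and at least 75% of replicates reaching 50%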;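 further: plate controls were DMSO neutral control for no effect and GW8510 at 10 µM for full effect; many of its hits are not listed in these tables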
SR-BI HDL uptake – inhibitors of SR-BI mediated HDL lipid uptake, primary screen, ldlA[mSR-BI] cells, fluorescence, single point; Scavenger receptor class B member 1 (Mus musculus), Q61009; ldlA[mSR-BI] CHO cells, DiI-HDL uptake fluorescence, 3 h; inhibition, % at 12.5 µM; 320,000 tested, 0.96% active; AID 488896, 2010;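 active means mean replicate inhibition of at least 70% and a set share of replicates each scoring 70 or more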;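 further: 0% = median of neutral control wells and 100% = median of positive control wells; values of inactives mirror those of a sister screen read the other way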
Target sequence (Q61009 whole entry, looked up): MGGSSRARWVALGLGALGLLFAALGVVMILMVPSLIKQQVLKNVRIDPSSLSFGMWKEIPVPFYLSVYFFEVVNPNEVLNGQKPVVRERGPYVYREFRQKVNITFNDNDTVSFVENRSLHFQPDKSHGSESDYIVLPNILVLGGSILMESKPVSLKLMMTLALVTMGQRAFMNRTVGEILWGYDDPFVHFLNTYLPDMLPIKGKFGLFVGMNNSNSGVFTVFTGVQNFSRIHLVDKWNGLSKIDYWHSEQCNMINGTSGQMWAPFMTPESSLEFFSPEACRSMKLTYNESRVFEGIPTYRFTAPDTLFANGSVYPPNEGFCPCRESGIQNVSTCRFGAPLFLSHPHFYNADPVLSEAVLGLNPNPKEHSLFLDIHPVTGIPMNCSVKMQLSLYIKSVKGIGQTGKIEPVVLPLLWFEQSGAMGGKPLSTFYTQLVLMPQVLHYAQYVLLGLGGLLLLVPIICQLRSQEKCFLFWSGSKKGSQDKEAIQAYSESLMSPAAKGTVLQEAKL
SR-BI uptake up – activators of SR-BI mediated DiI-HDL uptake, primary screen, ldlA[mSR-BI] CHO cells, DiI fluorescence. 3 h; 100 = double the neutral-control signal. 320,000 tested, 0.096% active. AID 504775, 2011. activation, % at 12.5 µM;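 active means mean replicate activation of at least 60% and every replicate at or above 60%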;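 further: 0% = median plate neutral-control signal and 100% = twice that signal; values of inactives mirror those of a sister screen read the other way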
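System: CHO ldlA[mSR-BI] cells / Medium: HEPES-buffered (25 mM, pH 7.4) F12 plus 0.5% BSA / Probe or stimulus: labelled HDL, 10 µg/mL / Doses: single compound concentration, delivered by pin transfer / Schedule: 3 h, 37 °C / Measured by: DiI fluorescence, bottom read / Measure: cell-associated DiI fluorescence as measure of HDL uptake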
PKA-R2B act – activators of PKA-R2B holoenzyme, primary screen, biochemical, fluorescence polarization, Cy5-IP20, human | cAMP-dependent protein kinase catalytic subunit beta (Homo sapiens) + cAMP-dependent … | PKA-R2B holoenzyme dissociation; R2B truncated from residue 108, S112A mutant; 0% DMSO only, 100% 113 µM cGMP | activation, % at 11.4 µM | 340,000 tested, 0.079% active | AID 504700, 2011;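 active means activation above a cutoff set at the mean over all compounds plus 3 SD, cut at about 18% in these data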;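 further: higher means more holoenzyme dissociation and a rise in polarization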
Target sequence (P31323 whole entry, looked up, other chains not shown, the tested form may be a part): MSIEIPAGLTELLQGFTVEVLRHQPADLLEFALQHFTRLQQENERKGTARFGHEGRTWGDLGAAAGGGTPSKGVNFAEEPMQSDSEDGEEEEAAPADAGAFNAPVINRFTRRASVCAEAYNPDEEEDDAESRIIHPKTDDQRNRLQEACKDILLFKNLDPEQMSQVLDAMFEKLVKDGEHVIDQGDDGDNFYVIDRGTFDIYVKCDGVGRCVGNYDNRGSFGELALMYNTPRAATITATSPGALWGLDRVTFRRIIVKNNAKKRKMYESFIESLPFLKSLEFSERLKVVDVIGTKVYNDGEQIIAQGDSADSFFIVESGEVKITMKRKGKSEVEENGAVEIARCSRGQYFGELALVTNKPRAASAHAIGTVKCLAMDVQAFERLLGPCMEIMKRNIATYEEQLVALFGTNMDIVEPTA
* = called active by the depositor.

Results for COc1ccc(-n2nc(C(=O)N3CCCCC3)c(C)c(C#N)c2=O)cc1 ?
NSD2 HMT inh: 5; dFosB act: 5; PKA-R1A activ: -9; Pemphigus Ab inh: 115; MITF TRPM1 HTS: -5; Arr AP2 block: -7; CDK5 inh: 0.0; SR-BI HDL uptake: -27; SR-BI uptake up: 27; PKA-R2B act: 17

Results for O=C1CC(c2ccco2)CC(O)=C1C=NCCN1CCNCC1 (configuration not stated) ?
Mot1-301 SUMO: -6; NSD2 HMT inh: 43; dFosB act: 0; PKA-R1A activ: -2; MITF TRPM1 HTS: -3; Arr AP2 block: 10; CDK5 inh: 1.7; SR-BI HDL uptake: -5; SR-BI uptake up: 5; PKA-R2B act: 8

How did COc1ccc(Cn2c(=S)[nH]c3ccsc3c2=O)cc1 do in these assays?
Mot1-301 SUMO: -1; NSD2 HMT inh: -1; dFosB act: -9; PKA-R1A activ: 4; Pemphigus Ab inh: 80; MITF TRPM1 HTS: -6; Arr AP2 block: -6; CDK5 inh: -0.7; SR-BI HDL uptake: -2; SR-BI uptake up: 2; PKA-R2B act: -2

How did CCOc1ccc(NC(=O)CN(C)C(=O)Cc2n[nH]c(=O)c3ccccc23)cc1OCC do in these assays?
Mot1-301 SUMO: 0; NSD2 HMT inh: 2; dFosB act: -11; PKA-R1A activ: -5; MITF TRPM1 HTS: -15; Arr AP2 block: 8; CDK5 inh: -1.1; SR-BI HDL uptake: 15; SR-BI uptake up: -15; PKA-R2B act: -4

What do the screens show for `COc1ccc(/C=C/C(=O)NC2CCCCCC2)cc1S(=O)(=O)N1CCOCC1`?
Mot1-301 SUMO: 21; NSD2 HMT inh: -1; dFosB act: -4; PKA-R1A activ: -1; Pemphigus Ab inh: 99; MITF TRPM1 HTS: 2; Arr AP2 block: 5; CDK5 inh: -0.9; SR-BI HDL uptake: 9; SR-BI uptake up: -9; PKA-R2B act: -11

How did COC(=O)c1cc(C#N)c(OC)nc1C do in these assays?
Mot1-301 SUMO: -19; NSD2 HMT inh: 4; dFosB act: -2; PKA-R1A activ: 0; Pemphigus Ab inh: 103; MITF TRPM1 HTS: 2; Arr AP2 block: -12; CDK5 inh: 1.6; SR-BI HDL uptake: -9; SR-BI uptake up: 9; PKA-R2B act: -2

Results for CCOC(=O)C1CCN(CCC(=O)Nc2cccc(C)c2)CC1 ?
Mot1-301 SUMO: -12; NSD2 HMT inh: -1; dFosB act: -12; PKA-R1A activ: 4; Pemphigus Ab inh: 101; MITF TRPM1 HTS: -9; Arr AP2 block: 9; CDK5 inh: -1.3; SR-BI HDL uptake: -17; SR-BI uptake up: 17; PKA-R2B act: 3

What do the screens show for `COc1ccc(-c2csc(NCCc3nc4cc(Cl)c(N5CCCCC5)cc4n3CCOCCO)n2)cc1`?
Mot1-301 SUMO: 14; dFosB act: -11; PKA-R1A activ: -21; Pemphigus Ab inh: 114; MITF TRPM1 HTS: -4; Arr AP2 block: -5; CDK5 inh: 0.0; SR-BI HDL uptake: 83*; SR-BI uptake up: -83; PKA-R2B act: -3

What do the screens show for `Cc1ccc(CCNC(=O)c2nnn(-c3cccc(C)c3)c2N)cc1`?
Mot1-301 SUMO: 14; NSD2 HMT inh: -6; dFosB act: -1; PKA-R1A activ: 7; Pemphigus Ab inh: 103; Arr AP2 block: 26; CDK5 inh: -1.3; SR-BI HDL uptake: 43; SR-BI uptake up: -43; PKA-R2B act: -6

Results for NC(=O)COC(=O)c1cc([N+](=O)[O-])ccc1NCCO ?
Mot1-301 SUMO: 8; NSD2 HMT inh: -5; dFosB act: -1; PKA-R1A activ: 0; Pemphigus Ab inh: 97; MITF TRPM1 HTS: -9; Arr AP2 block: 11; CDK5 inh: 2.8; SR-BI HDL uptake: -8; SR-BI uptake up: 8; PKA-R2B act: -10

How did CC1(C)CC(N2CN(C3CCCCC3)CC2=O)CC(C)(C)N1 do in these assays?
Mot1-301 SUMO: 7; NSD2 HMT inh: 0; dFosB act: 6; PKA-R1A activ: 0; Pemphigus Ab inh: 101; MITF TRPM1 HTS: 5; Arr AP2 block: 12; CDK5 inh: -0.9; SR-BI HDL uptake: -5; SR-BI uptake up: 5; PKA-R2B act: 1

What do the screens show for `COc1ccc(N(CC(=O)NC2CCCC2)C(=O)Cn2nnc(-c3ccc(C)o3)n2)c(OC)c1`?
NSD2 HMT inh: -2; dFosB act: -4; PKA-R1A activ: -1; MITF TRPM1 HTS: -7; Arr AP2 block: 3; CDK5 inh: -2.2; PKA-R2B act: -4

Results for COc1ccc(N2CC(C(=O)OCC(=O)Nc3cccc(C)c3C)CC2=O)cc1 (configuration not stated) ?
Mot1-301 SUMO: 3; NSD2 HMT inh: -4; dFosB act: 0; PKA-R1A activ: 5; Pemphigus Ab inh: 95; MITF TRPM1 HTS: 3; Arr AP2 block: 2; CDK5 inh: 2.3; SR-BI HDL uptake: -8; SR-BI uptake up: 8; PKA-R2B act: -3

How did CCCCN(C(=O)C(C)N1C(=O)c2ccccc2C1=O)c1c(N)n(CC(C)C)c(=O)[nH]c1=O (configuration not stated) do in these assays?
Mot1-301 SUMO: 3; NSD2 HMT inh: 0; dFosB act: 4; PKA-R1A activ: -15; Pemphigus Ab inh: 97; MITF TRPM1 HTS: 5; Arr AP2 block: 26; CDK5 inh: -0.8; SR-BI HDL uptake: -22; SR-BI uptake up: 22; PKA-R2B act: -8

How did Cc1nc(C(=O)Nc2cc(Cl)ccc2Cl)nn1-c1cc(OC(C)C)c(Cl)cc1Cl do in these assays?
NSD2 HMT inh: 3; dFosB act: -13; PKA-R1A activ: -1; Pemphigus Ab inh: 97; MITF TRPM1 HTS: 12; Arr AP2 block: 3; CDK5 inh: -0.3; SR-BI HDL uptake: 27; SR-BI uptake up: -27; PKA-R2B act: -2

Results for Cc1ccc(C2C(C=Nc3c(C)n(C)n(-c4ccccc4)c3=O)=C(c3ccccc3)Oc3ccccc32)cc1 (configuration not stated) ?
Mot1-301 SUMO: -24; NSD2 HMT inh: -1; dFosB act: -9; PKA-R1A activ: -10; Pemphigus Ab inh: 66; MITF TRPM1 HTS: 15; Arr AP2 block: 24; CDK5 inh: -1.5; SR-BI HDL uptake: 24; SR-BI uptake up: -24; PKA-R2B act: 2

What do the screens show for `Cc1nc(Nc2ccc(C(=O)O)cc2)sc1-c1ccccc1`?
Mot1-301 SUMO: 316; NSD2 HMT inh: -1; dFosB act: -6; PKA-R1A activ: 6; Pemphigus Ab inh: 88; MITF TRPM1 HTS: -35; Arr AP2 block: -7; CDK5 inh: 0.3; SR-BI HDL uptake: -8; SR-BI uptake up: 8; PKA-R2B act: -9

Results for C/C(CC(=O)NCc1ccco1)=N\NC(=O)COc1ccc(Cl)cc1Cl ?
Mot1-301 SUMO: 752; NSD2 HMT inh: -6; dFosB act: 4; PKA-R1A activ: 3; MITF TRPM1 HTS: -2; Arr AP2 block: 5; CDK5 inh: 0.3; SR-BI HDL uptake: 8; SR-BI uptake up: -8; PKA-R2B act: -7

Results for N#Cc1ccccc1NC(=O)COC(=O)c1c[nH]c2ccccc12 ?
NSD2 HMT inh: 1; dFosB act: -11; PKA-R1A activ: -9; Pemphigus Ab inh: 119; MITF TRPM1 HTS: -1; Arr AP2 block: 1; CDK5 inh: -0.2; SR-BI HDL uptake: 24; SR-BI uptake up: -24; PKA-R2B act: -8

Results for CCOC(=O)Nc1ccc2nc(N3CCCCCC3)sc2c1 ?
Mot1-301 SUMO: 3; NSD2 HMT inh: -3; dFosB act: -11; PKA-R1A activ: 0; Pemphigus Ab inh: 110; MITF TRPM1 HTS: 31; Arr AP2 block: 41; CDK5 inh: 0.8; SR-BI HDL uptake: -22; SR-BI uptake up: 22; PKA-R2B act: -16

What do the screens show for `Cc1ccc(S(=O)(=O)NCc2ccccc2)cc1C(=O)N(C)CC(=O)Nc1ccccc1Br`?
NSD2 HMT inh: 1; dFosB act: 0; PKA-R1A activ: 1; Pemphigus Ab inh: 115; MITF TRPM1 HTS: -12; Arr AP2 block: 0; CDK5 inh: 0.0; SR-BI HDL uptake: 23; SR-BI uptake up: -23; PKA-R2B act: 10

How did CC(NC(=O)C(C)N1CCN(Cc2ccccc2)CC1)c1ccc(F)cc1 (configuration not stated) do in these assays?
Mot1-301 SUMO: -5; NSD2 HMT inh: -2; dFosB act: -10; PKA-R1A activ: -2; Pemphigus Ab inh: 108; MITF TRPM1 HTS: 6; Arr AP2 block: -1; CDK5 inh: 0.4; SR-BI HDL uptake: -13; SR-BI uptake up: 13; PKA-R2B act: 4

How did CCn1cc(Cl)c(C(=O)Nc2nc3ccccc3n2CCN2CCCCC2)n1 do in these assays?
Mot1-301 SUMO: 46; dFosB act: -10; PKA-R1A activ: -9; Pemphigus Ab inh: 103; Arr AP2 block: 13; CDK5 inh: -0.3; SR-BI HDL uptake: -12; SR-BI uptake up: 12; PKA-R2B act: 14

What do the screens show for `CC(=O)c1c(C(=O)O)c2ccccc2[nH]c1=O`?
Mot1-301 SUMO: 6; NSD2 HMT inh: -2; dFosB act: -3; PKA-R1A activ: 8; Pemphigus Ab inh: 97; MITF TRPM1 HTS: 8; Arr AP2 block: -8; CDK5 inh: -1.8; PKA-R2B act: -2

Screening data deposited in PubChem BioAssay by several laboratories.
